Screening data from PubChem.
mIAP activ: increases mouse intestinal alkaline phosphatase activity. muIAP, CDP-Star luminescence, 30 min; active compounds read high; 1 = vehicle-only enzyme signal, 0 = enzyme-free wells. activation factor at 10 µM. 330,000 compounds, 0.24% hits;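 active = activation factor of at least 2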; also: the source names both 10 and 20 µM as test concentration; values of inactives mirror those of a sister screen read the other way
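System: mouse IAP enzyme. Reagent: CDP-Star chemiluminescent phosphatase substrate. Benchmarks: DMSO wells, no-enzyme wells. Times: 30 min enzyme-substrate-compound incubation at room temperature. Detection: luminescence from enzymatic CDP-Star hydrolysis. Doses: test compounds delivered from DMSO solution.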
mIAP block: mouse IAP inhibition; inhibition, % at 10 µM; purified mouse IAP, CDP-Star luminescence, 30 min; AID 2806; 330,000 compounds, 0.2% hits;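 active = inhibition of at least 40% at 10 µM in the primary screen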;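 also: plate controls were DMSO with enzyme for no effect and no enzyme wells for full effect; values of inactives mirror those of a sister screen read the other way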
HKDC1 inhibitor: inhibitors of human hexokinase HKDC1; inhibition, % at 20 µM; Q2TB90; recombinant HKDC1, G6PDH/diaphorase resazurin coupled fluorescence; 340,000 compounds, 0.16% hits; AID 493160;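 active = inhibition above about 35% when tested at 20 µM, limit read from the data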;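 also: plate controls were DMSO wells with enzyme for no effect and DMSO wells lacking enzyme for full effect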
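Test system: recombinant HKDC1 (HK5) hexokinase enzyme, produced in-house / Doses: 20 µM test compound, 1% DMSO / Timing: 90 min, room temperature / Detection: G6PDH/diaphorase-coupled fluorescence, 1 mM NADP, 100 µM resazurin, 525/613 nm / Control set: DMSO wells with and without enzyme mix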
ATG4B inhibitor: blocks human ATG4B protease cleavage of LC3 substrate. ATG4B cleavage of LC3-PLA2, NBD-HPC fluorescence, 1 h. inhibition, % at 8.33 µM. 340,000 compounds, 0.51% hits; in the data active = inhibition above about 40%
Target sequence (Q9Y4P1 whole entry, looked up): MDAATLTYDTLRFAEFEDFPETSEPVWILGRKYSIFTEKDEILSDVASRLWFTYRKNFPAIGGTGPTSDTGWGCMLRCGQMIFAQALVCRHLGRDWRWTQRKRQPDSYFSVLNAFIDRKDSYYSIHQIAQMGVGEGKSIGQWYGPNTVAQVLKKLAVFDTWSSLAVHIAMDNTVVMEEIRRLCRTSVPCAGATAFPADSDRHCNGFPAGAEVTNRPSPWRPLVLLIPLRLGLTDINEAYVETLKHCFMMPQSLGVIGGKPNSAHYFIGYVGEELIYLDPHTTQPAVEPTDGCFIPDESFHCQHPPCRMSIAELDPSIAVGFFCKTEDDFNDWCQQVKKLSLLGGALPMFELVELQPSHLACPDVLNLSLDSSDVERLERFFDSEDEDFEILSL
hIAP block: human IAP inhibition; P09923; purified IAP, CDP-Star luminescence, 30 min; inhibition, % at 10 µM; 330,000 compounds, 0.12% hits;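 active = inhibition reaching a set limit with compound at 10 µM in the primary screen, cut at about 35% in these data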;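 also: plate controls were DMSO wells with enzyme for no effect and no-enzyme buffer wells for full effect; values of inactives mirror those of a sister screen read the other way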
A3A deaminase: human APOBEC3A DNA deaminase inhibition. P31941. recombinant A3A, FAM/TAMRA ssDNA deamination fluorescence. inhibition, % at 20 µM. 330,000 compounds, 0.41% hits. AID 493011;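 active = at least 40% inhibition at 20 µM here, with at most 30% in a related deaminase screen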;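 also: plate controls were A3A with DMSO for no effect and wells lacking A3A enzyme for full effect; some results filed as inactive read as strong as hits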
Target sequence (P31941 whole entry, looked up): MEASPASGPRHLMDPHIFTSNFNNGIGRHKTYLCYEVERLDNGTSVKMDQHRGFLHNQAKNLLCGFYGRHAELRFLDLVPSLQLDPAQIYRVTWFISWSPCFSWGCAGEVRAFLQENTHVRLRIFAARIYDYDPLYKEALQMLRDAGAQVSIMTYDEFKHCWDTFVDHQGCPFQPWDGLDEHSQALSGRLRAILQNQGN
PfG6PD inh: PfG6PD (Plasmodium falciparum) enzyme inhibition. PfGluPho enzyme, NADPH resazurin-diaphorase fluorescence. inhibition, % at 20 µM. 350,000 compounds, 0.78% hits. AID 504690;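 active = inhibition reaching at least a set limit at 20 µM in the primary screen, cut at about 59% in these data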;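 also: 0% = DMSO wells with substrate and 100% = DMSO wells lacking glucose-6-phosphate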
hIAP act: increases human intestinal alkaline phosphatase activity | P09923 | purified human IAP, CDP-Star luminescence, 30 min; active compounds read high; 1 = vehicle-only enzyme, 0 = enzyme-free background | activation factor at 10 µM | 330,000 compounds, 0.16% hits;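 active = activation factor of the enzyme at least 2-fold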; also: the source names both 10 and 20 µM as test concentration; values of inactives mirror those of a sister screen read the other way
Active calls of the source: *; . = no result given.

mIAP activ	mIAP block	HKDC1 inhibitor	ATG4B inhibitor	hIAP block	A3A deaminase	PfG6PD inh	hIAP act	SMILES
0.92	8	-5	1	19	-5	46	0.81	O=C(Nc1ccc(N2CCCCC2)cc1)c1ccc2ccccc2n1
0.91	9	-5	2	1	2	-19	0.99	Cc1ccccc1-c1noc(C2CCCCC2)n1
1	-4	0	-10	-18	0	-24	1.2	COC(=O)C(NS(=O)(=O)c1ccccc1Br)C(C)C (stereo not given)
1	-3	-11	9	-7	1	5	1.1	Cc1ccc(C=Nc2cc([N+](=O)[O-])ccc2C)s1
1.1	-7	-2	-8	3	-2	18	0.97	Cc1ccc(-n2ncc3c(=O)n(CC(=O)N4CCN(C(=O)c5ccco5)CC4)cnc32)cc1
0.94	6	-3	8	9	-2	12	0.91	CN(C)c1ccc(C(C(=O)NCC2CCCO2)N(C(=O)c2snc(C(N)=O)c2N)c2ccc3c(c2)OCO3)cc1 (stereo not given)
0.98	2	4	4	-18	0	-2	1.2	COc1ccc(NS(=O)(=O)c2ccc(C)c(C(=O)N3CCCCCCC3)c2)cc1
0.91	9	3	1	9	1	-16	0.91	COCCCNc1nc2ccccc2nc1NS(=O)(=O)c1cc(Cl)ccc1Cl
0.9	10	-2	-1	-3	-2	12	1	CC(C)Oc1ccc(CNCCC2(C(C)C)CCOC(C)(C)C2)cc1 (stereo not given)
1.7	-73	-3	-6	8	20	-4	0.93	CCn1cc(/C=N\NC(=O)c2ccc3c(c2)c(C)c(C)n3Cc2ccccc2)c(C)n1
1	-4	15	1	-16	-7	-17	1.2	CCN(CC)c1ccc(CNc2nc3ccccc3n2C)cc1
1	-1	-3	-5	14	2	4	0.86	CC1CCc2c(C(=O)N3CCN(S(=O)(=O)c4cccs4)CC3)csc2C1 (stereo not given)
1.1	-10	-4	-3	-7	2	-5	1.1	Cc1cc(C)cc(C(=O)NCC(=O)OCc2nc(N)nc(Nc3ccccc3C)n2)c1
1.3	-32	-4	-8	9	0	6	0.91	CC(NC(=S)Nc1cccc(F)c1)C(c1cccs1)N1CCOCC1 (stereo not given)
0.97	3	-1	3	-6	-3	3	1.1	O=C(NCc1ccc(Cl)cc1)N1CCN(Cc2ccccc2)CC1

Ordered by the number under mIAP activ (lowest first): some entries from above.
canonical_smiles | mIAP activ | mIAP block | HKDC1 inhibitor | ATG4B inhibitor | hIAP block | A3A deaminase | PfG6PD inh | hIAP act
CC(C)Oc1ccc(CNCCC2(C(C)C)CCOC(C)(C)C2)cc1 (stereo not given) | 0.9 | 10 | -2 | -1 | -3 | -2 | 12 | 1
COCCCNc1nc2ccccc2nc1NS(=O)(=O)c1cc(Cl)ccc1Cl | 0.91 | 9 | 3 | 1 | 9 | 1 | -16 | 0.91
Cc1cc(C)cc(C(=O)NCC(=O)OCc2nc(N)nc(Nc3ccccc3C)n2)c1 | 1.1 | -10 | -4 | -3 | -7 | 2 | -5 | 1.1

Later entries
mIAP activ	mIAP block	HKDC1 inhibitor	ATG4B inhibitor	hIAP block	A3A deaminase	PfG6PD inh	hIAP act	SMILES
0.94	6	-3	0	1	-3	-29	0.99	COc1ccc(CNC(=O)c2c(O)c3ccccc3n(C)c2=O)cc1OC
1	-1	0	-8	6	-1	-14	0.94	COc1ccc(S(=O)(=O)CCc2nc3ccccc3s2)cc1
0.93	7	16	2	-4	-2	17	1	NN/C(=C\[N+](=O)[O-])Nc1ccc(Cl)cc1
0.91	9	-6	-8	6	13	-4	0.94	CN(C)C(CNC(=O)CCOc1ccccc1)c1ccco1 (stereo not given)
1.1	-11	-4	19	11	-1	8	0.89	C=CCn1c(-c2cccs2)nc2ccccc21
0.98	2	-5	-1	-13	-10	-11	1.1	O=C(CSc1nnc(CNC(=O)c2c(F)cccc2Cl)o1)NCc1ccccc1
0.91	10	10	-1	10	3	22	0.9	O=C(/C=C/c1cccs1)c1cc(Cl)ccc1O
0.94	6	-5	3	-2	-2	2	1	CC1CC(C)(C)NC(=S)N1CCCC(=O)Nc1ccc2c(c1)OCCO2 (stereo not given)
1.1	-6	-10	-6	-20	-2	4	1.2	CC1CN(C(=O)Cn2cc(SCC(=O)N3CCOCC3)c3ccccc32)CC(C)O1 (stereo not given)
1	-4	6	10	3	-6	31	0.97	CCc1cc(/C(Cc2ccccn2)=N\Nc2ccccc2)c(O)cc1O
0.95	5	-5	9	14	3	-7	0.86	CS(=O)(=O)c1ccc(Cl)c(NC(=O)CCl)c1
1.1	-6	-1	-3	4	0	-10	0.96	COc1ccccc1NS(=O)(=O)c1ccccc1C#N
1.4	-35	-4	-10	-1	0	3	1	COc1ccc(OC)c(-c2csc(NC(=O)Cc3ccc(OC)c(OC)c3)n2)c1
1	-5	1	9	-23	-4	-6	1.2	O=C(C(c1ccccc1)c1ccccc1)N1CCCc2ccccc21
0.97	3	-1	-5	-1	-3	4	1	Cc1ccc(Cc2c(C)nc3nc(SCC(=O)NCCCN4CCOCC4)nn3c2C)cc1

Other records.
mIAP activ	mIAP block	HKDC1 inhibitor	ATG4B inhibitor	hIAP block	A3A deaminase	PfG6PD inh	hIAP act	SMILES
0.87	13	-11	-6	16	2	4	0.84	CCN(CC)CCNC(=O)Cc1nn(CC)c(=O)c2ccccc12
0.99	1	-5	-1	4	1	-16	0.96	Cc1cc(NC(NC(=O)c2ccco2)(C(F)(F)F)C(F)(F)F)no1
1.1	-11	.	.	-42	0	.	1.4	CCc1noc(C)c1C(=O)NC1CC(C)(C)Cc2c1cnn2-c1ccccc1 (stereo not given)
0.99	1	-9	-1	-44	2	-19	1.4	CC(C)(C)C1CCC(OC(=O)c2ccncc2)CC1 (stereo not given)
0.98	2	-4	-9	-1	4	10	1	Cc1ccc(NC(=O)Cn2nc(C)c([N+](=O)[O-])c2C)cc1C
0.99	1	-1	5	8	-4	14	0.92	Cc1ccc(-n2c(C)cc(/C=C(\C#N)C(=O)NCC3CCCO3)c2C)cc1 (stereo not given)
1	-2	-4	0	-4	-5	-12	1	CCN(CC)C(=O)c1ccccc1NS(=O)(=O)c1cccs1
0.94	6	11	-2	6	23	-2	0.94	C/C(=N\Nc1ccc(Cl)c(C(=O)O)c1)c1cccc2ccccc12
0.95	5	1	5	-6	-2	1	1.1	Nc1cc(=O)[nH]c(SCC(=O)Nc2cccnc2Cl)n1
0.96	4	-3	-3	-4	0	-14	1	COc1cc(C=O)ccc1OCCSc1ccc(C)cc1
0.95	4	-2	11	-3	-2	-22	1	CNC(=O)C1CC(=O)N(CCc2ccc(C)cc2)C1 (stereo not given)
1	-4	1	-5	5	2	2	0.95	COc1ccc(NCC(=O)Nc2cc(S(=O)(=O)N3CCOCC3)ccc2N2CCOCC2)c(OC)c1
0.94	6	6	-4	25	1	-15	0.75	CC(C)CCn1cnc2c(oc3nc4c(cc32)CCCC4)c1=O
1.2	-18	0	0	0	-5	7	1	CSc1ccc(NC(=O)N2CCN(c3nc4ccccc4s3)CC2)cc1
1	-4	-13	-7	4	2	-5	0.96	CC(=O)c1c(C)[nH]c(C(=O)OCc2nc3ccsc3c(=O)[nH]2)c1C

The list goes on, overlapping the part above by four compounds.
mIAP activ	mIAP block	HKDC1 inhibitor	ATG4B inhibitor	hIAP block	A3A deaminase	PfG6PD inh	hIAP act	SMILES
1	-4	1	-5	5	2	2	0.95	COc1ccc(NCC(=O)Nc2cc(S(=O)(=O)N3CCOCC3)ccc2N2CCOCC2)c(OC)c1
0.94	6	6	-4	25	1	-15	0.75	CC(C)CCn1cnc2c(oc3nc4c(cc32)CCCC4)c1=O
1.2	-18	0	0	0	-5	7	1	CSc1ccc(NC(=O)N2CCN(c3nc4ccccc4s3)CC2)cc1
1	-4	-13	-7	4	2	-5	0.96	CC(=O)c1c(C)[nH]c(C(=O)OCc2nc3ccsc3c(=O)[nH]2)c1C
0.9	10	-2	-1	-6	-1	-16	1.1	O=C(O)c1cccc(-n2nc(-c3ccc(Cl)c([N+](=O)[O-])c3)c3ccccc3c2=O)c1
0.93	7	0	2	-10	3	-3	1.1	CCS(=O)(=O)c1ccc2oc(Nc3ccc(OC)cc3)nc2c1
0.94	6	-6	7	4	0	-6	0.96	CCOc1ccc(CCNC(=O)COC(=O)Cn2nc(C)c([N+](=O)[O-])c2C)cc1OCC
1.1	-6	0	6	.	1	6	.	CCOC(=O)C1=CN(Cc2cccc(Br)c2)S(=O)(=O)N(C)C1C (stereo not given)
0.87	13	-10	4	-2	-1	31	1	CCN(C(=O)c1cccs1)c1nc(-c2ccc(OC)cc2)cs1
0.98	2	1	11	-1	2	-4	1	O=C(CSc1nnc2ccc(-c3cccnc3)nn12)Nc1ccc(F)cc1
1.1	-6	.	.	-7	1	.	1.1	CCOC(=O)C(=Cc1ccc(F)cc1)C(=O)OCC
0.93	7	-10	-3	2	-3	-1	0.97	COCCN(CCOC)C(=O)C12CCC(C)(C(=O)C1)C2(C)C (stereo not given)
0.95	5	3	-12	11	-1	17	0.89	Cc1ccc(N2CC(C(N)=O)CC2=O)cc1C (stereo not given)
0.75	25	-23	25	13	0	-15	0.87	Cc1cc([N+](=O)[O-])cc(/C=N/n2c(C)nc3ccccc3c2=O)c1O
1	-2	-5	16	-13	-5	-9	1.1	CCOC(=O)C(C)n1cnc2c(nnn2-c2ccc(OC)cc2)c1=O (stereo not given)
0.96	4	2	16	-9	-3	-6	1.1	O=C(NC(CCl)c1ccccc1)c1ccc(Cl)cc1 (stereo not given)
1	-2	4	0	-8	3	6	1.1	COc1ccc(CN2CCNC(=O)C2CC(=O)NCC(C)(C)N2CCOCC2)cc1C (stereo not given)
0.98	2	8	-1	-9	15	21	1.1	CCCN(C(=O)Cc1ccc(S(=O)(=O)N2CCOCC2)s1)c1c(N)n(Cc2ccccc2)c(=O)[nH]c1=O
0.75	25	-1	-6	7	6	21	0.93	Cc1nc(N=Nc2ccc(O)cc2)n[nH]1

Going on with the list.
mIAP activ	mIAP block	HKDC1 inhibitor	ATG4B inhibitor	hIAP block	A3A deaminase	PfG6PD inh	hIAP act	SMILES
1.1	-8	-8	3	5	-4	25	0.95	Cc1ccc2oc(=O)c3cnn(CC(=O)NC4CCN(Cc5ccccc5)CC4)c3c2c1
0.92	8	17	1	1	0	-7	0.99	Cn1c(CSCc2ccc(F)cc2)nnc1SCC(=O)Nc1nccs1
1	0	-5	2	.	-2	12	.	CCN1C[C@@H]2[C@@H]3C(=O)N(C)C(=O)[C@@H]3[C@](CC)(C(=O)OC)N2C1=NC
0.92	8	1	6	4	-1	-3	0.96	Cc1ccc2nc(N(CCCN(C)C)C(=O)c3ccc(S(=O)(=O)N4CCCCCC4)cc3)sc2c1
1.1	-9	0	-16	8	0	-21	0.92	NS(=O)(=O)c1ccc(NC(=O)Cn2ncc3c2-c2ccccc2OC3)cc1
